aGlu spleen mod: inhibitors or activators of human alpha-glucosidase in spleen homogenate; Potency, µM (highest dose often 79.9 µM), for inactives: at the top dose activity change, negative = inhibition, most hits filed as inhibitors; hit rate 0.006% among 240,000; P10253; human spleen homogenate, 4-MU-alpha-glucoside fluorescence;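 further: 0% = enzyme with vehicle and -100% = no enzyme basal signal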
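Human spleen homogenate (1 ug) incubated with compounds and 1 mM 4-methylumbelliferyl-alpha-D-glucopyranoside in pH 5.0 citrate/phosphate buffer, 37 C, 40 min. Stopped at pH 10; 4-MU fluorescence (Ex 365/Em 440 nm); AC50 by Hill fit.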
GAA inh: inhibitors of human lysosomal alpha-glucosidase; purified human GAA, 4-MU-alpha-glucoside fluorescence; Potency, µM (highest dose often 76.9 µM), for the others: at the highest dose activity change, negative = inhibition, hits mostly inhibitors; P10253; hit rate 0.005% among 200,000;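 further: plate controls were uninhibited enzyme wells for no effect and no-enzyme background for full effect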
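Read-out is 4-methylumbelliferone fluorescence (Ex 365/Em 440 nm) after NaOH/glycine stop at pH 10. Enzyme 4 nM, substrate 400 uM, pH 5.0 citrate buffer, 20 min room temperature; AC50 from Hill-equation concentration-response.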
Tau fluor cs: counter-screen for tau fibril formation inhibitors; AID 1463; Potency, µM (top dose mostly 57.7 µM), for the others: top-dose activity change, negative = decrease; tau K18 P301L Alexa594 fluorescence, heparin fibrillization; hit rate 0.93% among 280,000; further: on the % scale 0 is the no-effect control and ±100 the full control effect; nearly all actives have a fitted effect of over 55% in size
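Human tau K18 P301L (15 uM unlabeled, 0.24 uM Alexa 594-labeled) in 100 mM sodium acetate pH 7 with 20 uM heparin, 6 hr at 37 C. ThT 30 uM added, 1 hr ambient; Alexa 594 FP and total fluorescence read at 555/632 nm.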
HTT ATP protect: Huntington cell model cytoprotection by ATP luminescence; PC12 HTT-Q103 induced, cytoprotection, ATP luminescence, 40 h; Potency, µM (top dose mostly 56.4 µM), for inactives: cytoprotection (ATP increase), actives largely listed as activators; hit rate 0.14% among 230,000; AID 1471;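 further: % of control where 0% means no effect; nearly all actives have a fitted effect of over 45% in size; toxic huntingtin expression switched on by the ecdysone agonist tebufenozide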
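Stable PC12 Q103-GFP cells in serum-supplemented, phenol red-free DMEM; induction by tebufenozide at 100 nM final; compound dose series; cell viability quantified luminescently from ATP.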
Tau ThT inhib: inhibitors of human tau fibril formation, thioflavin T binding; P10636; recombinant tau K18 P301L, heparin-induced fibrillization, ThT fluorescence; Potency, µM (top dose mostly 57.4 µM), for the others: at the top dose activity, negative = inhibition, most hits filed as inhibitors; AID 1460; hit rate 2.1% among 270,000; further: on the % scale 0 is the no-effect control and ±100 the full control effect; nearly all actives have a fitted effect of over 55% in size
Target sequence (P10636 561-689 P618L limits assumed): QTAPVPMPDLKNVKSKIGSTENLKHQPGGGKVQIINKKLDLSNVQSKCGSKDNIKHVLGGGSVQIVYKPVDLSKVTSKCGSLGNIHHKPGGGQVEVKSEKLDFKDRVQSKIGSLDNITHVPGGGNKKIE
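Tau K18 P301L fragment (15 uM unlabeled plus 0.24 uM Alexa 594-labeled) in 100 mM sodium acetate pH 7 with compound, fibrillization induced by 20 uM heparin for 6 hr at 37 C. Thioflavin T (30 uM) added, fluorescence read after 1 hr (ex 450, em 510 nm).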
Tau fibril FP: tau fibrillization inhibition (FP) | P10636 | Potency, µM (highest dose often 57.7 µM), for inactives: top-dose activity, negative = inhibition, usual class: inhibitors | K18 P301L tau heparin fibrillization, Alexa594 FP, 6 h | AID 1468 | hit rate 0.39% among 280,000; further: on the % scale 0 is the no-effect control and ±100 the full control effect; nearly all actives have a fitted effect of over 55% in size
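Heparin (20 uM) drove fibril formation of recombinant tau K18 P301L, 15 uM unlabeled with 0.24 uM Alexa 594 label, for 6 hr at 37 C in 100 mM sodium acetate pH 7. Fluorescence polarization (555/632 nm) read 1 hr after 30 uM ThT.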
aGal spleen mod: alpha-galactosidase A (human) modulation; AID 2107; Potency, µM (doses to about 80 µM), for the others: at the top dose activity change, negative = inhibition, actives largely listed as inhibitors; human spleen homogenate, 4MU-alpha-Gal fluorescence, 40 min; hit rate 0.008% among 240,000; P06280;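 further: 0% = enzyme with vehicle and -100% = no enzyme basal signal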
Target sequence (P06280 32-429 limits assumed): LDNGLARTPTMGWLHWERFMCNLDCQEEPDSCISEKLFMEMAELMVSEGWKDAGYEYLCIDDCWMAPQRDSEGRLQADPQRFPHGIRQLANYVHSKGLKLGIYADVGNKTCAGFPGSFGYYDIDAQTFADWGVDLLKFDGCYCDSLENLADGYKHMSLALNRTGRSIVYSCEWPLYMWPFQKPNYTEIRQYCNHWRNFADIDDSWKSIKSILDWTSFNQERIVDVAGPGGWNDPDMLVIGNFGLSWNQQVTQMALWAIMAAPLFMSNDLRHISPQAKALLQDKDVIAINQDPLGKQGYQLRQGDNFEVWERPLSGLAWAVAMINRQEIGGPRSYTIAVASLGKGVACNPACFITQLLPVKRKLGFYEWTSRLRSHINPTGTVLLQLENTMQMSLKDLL
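Human spleen homogenate (1 ug) was the enzyme source, with 4-methylumbelliferyl-alpha-D-galactopyranoside (1 mM final) in pH 5.0 citrate buffer with 0.01% Tween-20. Compounds were titrated; after 40 min at 37C, NaOH/glycine stop, 4-MU fluorescence read; AC50 from Hill fits.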
GAA glycogen mod: alters human alpha-glucosidase cleavage of glycogen; AID 2100; recombinant GAA, glycogen substrate, Amplex Red glucose oxidase fluorescence; hit rate 0.38% among 300,000; Potency, µM (doses to about 76.4 µM), without a hit: at the top dose activity change, negative = inhibition, usual class: inhibitors;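 further: 0% = full enzyme reaction and -100% = no-enzyme basal signal; the screen sought inhibitors and activators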
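Recombinant enzyme (4 nM final) with compounds titrated up to 77 uM and bovine liver glycogen (30 ug) in citrate pH 5.0, 0.01% Tween-20, 37 C 40 min. Released glucose detected by Amplex Red/glucose oxidase (Ex 573/Em 610); AC50 from Hill fits.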
* = called active by the depositor; ? = inconclusive; · = not tested or not shown; [ ] = dose if it differs, or a comment. The call rests on the fitted dose curve; in most records, active means well fitted curve in the direction sought with a large enough effect; inconclusive means small, poorly fitted or top-dose-only effect, or another doubt; inactive means no such curve, though single readings can be large; an effect the other way counts as inactive or inconclusive. Potency means the concentration at half of the fitted maximal effect. Not a hit list; about 3.3% have a hit in one of these screens.

Order of results – aGlu spleen mod	GAA inh	Tau fluor cs	HTT ATP protect	Tau ThT inhib	Tau fibril FP	aGal spleen mod	GAA glycogen mod
> Cc1ccc(NC(=O)Cn2ccn(-c3ccc(F)c(F)c3)c(=O)c2=O)cc1C
  ·	·	3%	·	?	8%	·	10%[76.3 µM]
> O=C(CNC(=O)c1ccc(Cl)cc1)OC1CCOC1=O (configuration not stated)
  4%	-3%	5%	·	0%	0%	-2%	19%
> Cc1ccc(CNc2ncnc(N)c2[N+](=O)[O-])cc1
  -3%	8%	6%	6%	-1%	14%	3%	26%
> CCn1c(SCC(=O)NCCOC)nc2sc(C)c(C)c2c1=O
  4%	12%	-3%	34%	-2%	-6%	3%	7%
> O=C(Cc1ccccc1)Nc1ccc(CN2CCOCC2)cc1
  -8%	2%	-10%	-11%[10 µM]	-1%	-1%	-3%	9%
> O=S(=O)(Cc1ccccc1)N1CCCC1
  -12%	-7%	1%	-9%	-3%	-4%	-4%	13%
> CC(=O)c1cc2c(cc1NC(=O)Nc1cccc(Cl)c1)OCCO2
  -19%	10%	-14%	9%[10 µM]	-18%	15%	0%	-21%
> Cc1ccc(N=C(N(C)C)P(=O)(N(C)C)N(C)C)c(C)c1
  -9%	2%	0%	8%[10 µM]	-2%	-2%	-10%	1%
> O=C(COc1cccnc1[N+](=O)[O-])NCc1cccs1
  0%	2%	1%	2%	-1%	3%	1%	7%
> O=C(CCC1CCCN(C(=O)C2=CCCCC2)C1)N1CCN(c2ccccn2)CC1 (configuration not stated)
  -5%	·	-11%	19%[10 µM]	-14%	-2%	2%	-5%
> CCCOC(=O)c1ccc(Oc2cn[nH]c2-c2ccc(OCC(=O)NN)cc2O)cc1
  -3%	·	28µM*[quencher]	1%[10 µM]	-6%	6%	-1%	-30%
> CCCCNc1ccc(C(=O)Nc2cccc(C)n2)cc1[N+](=O)[O-]
  0%	0%	-8%	3%[10 µM]	-16%	4%	0%	-16%
> CNS(=O)(=O)c1cccc(C(=O)OCC(=O)c2cc(C)n(-c3ccc4c(c3)OCO4)c2C)c1
  -1%	-2%	?	-7%	?	-3%	8%	-7%
> CCC(=O)Nc1cccc(Oc2nc(C)cc(C)c2C#N)c1
  2%	1%	-11%	-22%	-11%	4%	-4%	4%
> CC(C)N1C(=O)CCC1C(=O)NCc1cccs1 (configuration not stated)
  1%	-11%	-6%	-34%[inhibitor]	1%	2%	1%	-8%
> O=C(Nc1nc(-c2ccccc2)cs1)c1ccco1
  5%	·	-28%	-43%[10 µM]	-12%	-11%	0%	3%
> CCOC(=O)C1(CC2CCCCO2)CCN(C(=O)Nc2ccc(C(=O)OC)cc2)CC1 (configuration not stated)
  2%	-1%	?	-2%[10 µM]	-5%	?	-5%	4%
> COc1ccc2[nH]c(=O)c(CN(Cc3cccs3)C(=S)Nc3cccc(C)c3)cc2c1
  -2%	-2%	?	-26%[10 µM]	-7%	?	4%	-3%
> Cc1cc(NC(=O)c2cc([N+](=O)[O-])ccc2Cl)no1
  4%	·	-13%	2%[10 µM]	-12%	-3%	5%	3%
> Cc1nnc(SCC(=O)Nc2ccc3c(c2)OCO3)n(N)c1=O
  2%	-7%	-11%	2%	-14%	6%	5%	-3%

Rewritten with tabs: entries from further up
SMILES	aGlu spleen mod	GAA inh	Tau fluor cs	HTT ATP protect	Tau ThT inhib	Tau fibril FP	aGal spleen mod	GAA glycogen mod
CCn1c(SCC(=O)NCCOC)nc2sc(C)c(C)c2c1=O	4%	12%	-3%	34%	-2%	-6%	3%	7%
O=C(Cc1ccccc1)Nc1ccc(CN2CCOCC2)cc1	-8%	2%	-10%	-11%[10 µM]	-1%	-1%	-3%	9%
O=S(=O)(Cc1ccccc1)N1CCCC1	-12%	-7%	1%	-9%	-3%	-4%	-4%	13%

Next records.
Order of results – aGlu spleen mod	GAA inh	Tau fluor cs	HTT ATP protect	Tau ThT inhib	Tau fibril FP	aGal spleen mod	GAA glycogen mod
> CCOc1cc(N2CCOCC2)c(OCC)cc1NC(=O)COc1ncnc2ccc(Br)cc12
  -4%	-3%	-9%	-9%	-10%	5%	-4%	-14%
> Cc1ccc(S(=O)(=O)Nc2cc(Cl)c(O)cc2C)cc1
  7%	-10%	-13%	-13%	-8%	-1%	-2%	22µM*
> Cc1ccc(-c2nnn(CC(=O)NCCC3=CCCCC3)n2)cc1
  -9%	4%	-10%	8%[10 µM]	-6%	-1%	-4%	-2%
> CC(C)CC(=O)Nc1cccc(-c2csc(-c3ccccc3)n2)c1
  -9%	2%	?	-29%[10 µM]	-5%	?	-1%	-1%
> CCOC(=O)c1cc(OC(=O)c2cccs2)n(-c2ccccc2)n1
  -2%	-13%	-11%	-13%	-15%	7%	2%	-11%
> CCOc1ccc(S(=O)(=O)N(C)c2ccc(OCC(=O)NCc3ccc(C(=O)OC)cc3)cc2)cc1
  4%	-8%	-19%	-51%[inhibitor]	-13%	6%	6%	0%
> CC(=O)Nc1ccc(C(=O)N/N=C/c2ccc(F)cc2)cc1
  3%	-6%	2%	-12%	-7%	-4%	-10%	-27%
> N#Cc1ccc(S(=O)(=O)N2CCCN(c3ccc(C(F)(F)F)cn3)CC2)cc1
  -4%	·	-16%	0%[10 µM]	-4%	4%	1%	-14%
> Cc1ccc(N2CC(c3nnc(Cc4ccc(F)cc4)o3)CC2=O)cc1 (configuration not stated)
  ·	·	-8%	·	-2%	-7%	·	20%[76.3 µM]
> CCCn1c(=N)c(C#N)cc2c(=O)n3cccc(C)c3nc21
  0%	11%	3%	21%[10 µM]	0%	7%	0%	-9%
> COc1ccc(C)cc1NC(=O)c1noc2c1CSc1ccccc1-2
  ·	·	-8%	·	?	6%	·	-7%[76.3 µM]
> CC(C)Sc1nc2ccc(N3C(=O)C4CCCCC4C3=O)cc2s1 (configuration not stated)
  -7%	8%	-15%	-1%[10 µM]	-8%	-14%	11%	2%
> CC(C)=C1C(=O)NN(c2cccc(Cl)c2)C1=O
  -2%	-3%	-17%	32%[10 µM]	?	7%	-10%	?
> O=C(CCn1nnc2ccccc21)Nc1nnc(Cc2ccccc2)s1
  -8%	-2%	-25%	4%[10 µM]	?	-18%	-7%	8%
> Cc1cc(NC(=S)N(Cc2ccc(Br)cc2)Cc2ccc(C(=O)O)cc2)ccc1Cl
  -3%	-10%	-23%	-20%	-8%	-10%	3%	-10%
> O=C(Nc1nc(N2C(=O)c3ccccc3C2=O)n(-c2ccccc2)n1)c1ccccc1
  5%	-12%	-1%	·	-8%	-1%	5%	-2%
> CC(C)NS(=O)(=O)c1ccc(OCC(=O)NCc2cccnc2)cc1
  -5%	-5%	-2%	-10%	0%	0%	4%	5%
> CN(Cc1ccccc1)C(=O)COc1ccc(-c2nnco2)cc1
  -1%	2%	3%	-12%[10 µM]	8%	-2%	0%	1%
> O=C(CSc1nc(-c2ccc(F)cc2)cs1)N1CCc2ccccc21
  2%	0%	-11%	-2%	-6%	-12%	-2%	3%
> Cc1cc(-n2ccnc2)n2c(nc3ccccc32)c1C#N
  8%	-13%	-8%	3%	-18%	1%	14%	8%
> O=C(CSc1nnc(CNC(=O)c2cccs2)o1)NC1CCCCC1
  -1%	0%	4%	-15%	4%	1%	8%	-2%
> CCN(CC)S(=O)(=O)c1ccc(N2CCOCC2)c(NC(=O)c2cc(=O)[nH]c3ccccc23)c1
  -13%	?	2%	-41%[inhibitor]	4%	-8%	4%	-15%
> CCOC(=O)c1cc(-c2ccccc2)sc1NC(=O)C(C)N1C(=O)c2ccccc2C1=O (configuration not stated)
  3%	-7%	-30%	0%[10 µM]	-11%	?	-9%	-3%
> O=C(CCCn1cnc([N+](=O)[O-])n1)Nc1cccc(O)c1
  2%	-4%	-17%	13%[10 µM]	?	-6%	-6%	0%
> C=C(C)Cn1c(CCCNC(=O)C(C)(C)C)nc2ccccc21
  -2%	5%	-2%	-5%[10 µM]	9%	0%	-2%	2%
> COc1ccc(CN(C(=O)CSc2nnc(-c3ccccc3C)o2)c2ccc(F)cc2)cc1
  0%	-4%	-16%	15%[10 µM]	-13%	4%	8%	-8%
> CC(C)(C)C1(C)OC(=O)C(=Cc2ccc(OCC(=O)Nc3ccccc3)cc2)C(=O)O1 (configuration not stated)
  11%	0%	2%	·	-9%	8%	12%	-4%
> CCOC(=O)/C(C(N)=NCCO)=C(/O)c1ccccc1
  -20%	6%	-3%	22%[10 µM]	-8%	?	9%	-7%
> CCc1nnc2n1N=C(c1ccc(OC)cc1)CS2
  2%	-2%	0%	3%[10 µM]	-5%	2%	4%	-2%
> CCOC(=O)c1cccc(NC(=O)CCc2ccccc2)c1
  -2%	-2%	-13%	-40%	1%	?	7%	-10%
> COc1ccc(NC(=O)C(CC(C)C)NC(=O)c2ccccc2C)cn1 (configuration not stated)
  -3%	-9%	-6%	-20%	-13%	-3%	9%	-5%
> COCCCNC(=O)c1cc2c(s1)CS(=O)(=O)C2
  0%	-1%	-3%	1%	-12%	3%	1%	4%
> COc1ccc(CNC(=O)CCCc2ccccc2)cc1
  1%	-2%	-1%	-43%[10 µM]	0%	3%	6%	0%
> O=C1CCCN1CC(CN1CCOCC1)Sc1nc2ccccc2c(=O)n1-c1ccccc1 (configuration not stated)
  -27%	-3%	-7%	-21%[0.074 µM]	-6%	-5%	-5%	4%

Screening data: PubChem, National Center for Advancing Translational Sciences (NCATS)
